High-throughput results deposited in PubChem BioAssay by several laboratories.
VHR inh abs: DUSP3 (human) phosphatase inhibition. recombinant VHR phosphatase, pNPP absorbance. P51452. inhibition, % at 13.3 µM. AID 1654. 0.52% of 290,000 active; in the data active = inhibition above about 50%; note: some compounds called inactive have numbers as strong as hits
Target sequence (P51452 whole entry, looked up): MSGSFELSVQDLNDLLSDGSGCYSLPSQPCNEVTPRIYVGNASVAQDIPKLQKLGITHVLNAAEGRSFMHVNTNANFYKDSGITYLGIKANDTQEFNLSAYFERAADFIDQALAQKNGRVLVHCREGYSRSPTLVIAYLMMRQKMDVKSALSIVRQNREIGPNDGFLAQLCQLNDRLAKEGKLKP
BH1578 lux ind: quorum light induction in luxS cqsA deficient V. cholerae; V. cholerae BH1578 lux reporter, luminescence, 6 h; activation, % at 18.7 µM; 0.16% of 350,000 active; AID 588436; in the data active = activation mostly above about 9.7%, no sharp cut-off; note: not every result past the cut was called active; inactives centre near 0; reference of the scale not given here
PriA SSB inh: inhibitors of Klebsiella pneumoniae PriA binding to SSB C-terminal tail; inhibition, % at 33 µM; AlphaScreen SSBct-PriA binding, biotinylated peptide; 0.6% of 430,000 active; AID 1272365; in the data active = inhibition mostly above about 37%, no sharp cut-off; inactive = mostly below about 20%;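 note: plate controls were negative control peptide for no effect and reference peptide for full effect; strong numbers were not always called active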
PrPC TRFRET: cell surface PrPC inhibition, primary TR-FRET screen | 0.43% of 370,000 active | P04156 | inhibition, % at 13.8 µM | TR-FRET read-out; in the data active = inhibition above about 24%; note: 0% = median of the test wells and 100% = reference compound wells
TcdB inh: blocks C. difficile toxin B glycohydrolase activity; 0.24% of 350,000 active; AID 652162; P18177; inhibition, % at 9.99 µM; TcdB glycohydrolase enzymatic assay, plate reader; in the data active = inhibition above about 10%
MazF activator: activators of E. coli MazEF toxin-antitoxin RNase. FAM/BHQ RNA-DNA oligo cleavage fluorescence, 5 h. activation, % at 20 µM. 0.32% of 350,000 active. AID 504720; in the data active = activation above about 50%
Target sequence (P0AE70 whole entry, looked up): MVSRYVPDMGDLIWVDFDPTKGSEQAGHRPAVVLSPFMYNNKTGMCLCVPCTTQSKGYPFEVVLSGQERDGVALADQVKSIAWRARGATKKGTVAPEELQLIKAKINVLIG
Y pestis TopoI: Y. pestis Topo-I inhibition via cleavage products; Y. pestis Topo-I cleavage product accumulation, plate reader; 0.064% of 360,000 active; activity, % at 10 µM; in the data active = activity above about 50%, passing the limit was not always enough; note: inactives centre near 2
CCHFV vOTU inh: blocks the CCHF virus ovarian tumor domain protease | CCHFV vOTU protease, Pep-AMC fluorescence | inhibition, % at 11.5 µM | 0.55% of 370,000 active | AID 651958; in the data active = inhibition above about 30%; note: 0% = vehicle wells with enzyme and 100% = no enzyme wells
Rv3671c protease: Rv3671c (M. tuberculosis) protease inhibition | P9WHR9 | inhibition, % at 5.96 µM | 0.048% of 320,000 active | AID 2606; in the data active = inhibition above about 38%;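 note: extracellular domain of Rv3671c used as enzyme; 0% = enzyme with DMSO and 100% = no enzyme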
Target sequence (P9WHR9 whole entry, looked up, the tested form may be a part): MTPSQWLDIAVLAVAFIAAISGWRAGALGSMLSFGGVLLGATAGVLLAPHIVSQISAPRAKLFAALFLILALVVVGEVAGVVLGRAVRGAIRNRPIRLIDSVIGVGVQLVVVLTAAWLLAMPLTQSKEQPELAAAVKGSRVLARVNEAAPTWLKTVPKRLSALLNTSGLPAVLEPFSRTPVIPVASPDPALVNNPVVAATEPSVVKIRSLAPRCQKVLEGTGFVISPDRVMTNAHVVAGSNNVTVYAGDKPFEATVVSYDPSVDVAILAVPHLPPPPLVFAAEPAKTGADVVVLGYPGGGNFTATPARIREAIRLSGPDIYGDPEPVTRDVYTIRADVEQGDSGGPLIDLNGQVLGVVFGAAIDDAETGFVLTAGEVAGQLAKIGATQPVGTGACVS
3CLpro inhibitor: SARS-CoV 3CLpro protease inhibition. 0.14% of 290,000 active. inhibition, % at 6 µM. P0C6X7. recombinant SARS-CoV 3CLpro, quenched FRET peptide cleavage. AID 1706; in the data active = inhibition above about 12%
Numbers without * were called inactive; i = inactive; . = not tested or not shown. Not all compounds are listed. The share of hits here may be higher or lower than overall.

Results follow in this order: PrPC TRFRET | CCHFV vOTU inh | PriA SSB inh | Rv3671c protease | Y pestis TopoI | TcdB inh | 3CLpro inhibitor | VHR inh abs | MazF activator | BH1578 lux ind
Nc1cc(N)nc(SCC(=O)N2CCc3ccccc32)n1
    4 | 7 | 3 | -10 | -3 | . | 3 | 19 | 0 | -1.0
CC(C)Cc1ccc(C(C)C(=O)Nc2nccs2)cc1 (stereo not given)
    6 | -14 | 0 | 3 | -8 | 0.8 | 2 | 36 | -1 | -1.8
CCC(=O)N1CCCC(C(=O)NS(=O)(=O)c2cc(C)c(Cl)cc2C)CC1 (stereo not given)
    -6 | 0 | . | . | 3 | 1.0 | . | . | . | -0.4
O=C(N/N=C/c1ccc([N+](=O)[O-])cc1)c1ccccc1OCc1ccccc1
    -7 | -7 | . | -1 | 5 | 1.5 | 2 | 28 | 16 | i
Cc1cc(C)cc(NC(=O)C2CCN(S(=O)(=O)c3c(C)n[nH]c3C)CC2)c1
    0 | 8 | -8 | -3 | 0 | . | -4 | 19 | -13 | -0.4
Cn1cc(CCCC(=O)NCc2ccccc2)c2ccccc21
    0 | -16 | 7 | 8 | 6 | -0.4 | 1 | 1 | 6 | 1.1
Cn1c(=O)n(C)c2cc(/C=N/NC(=O)c3cc4cc(Br)ccc4o3)ccc21
    8 | -2 | i | -15 | 17 | 0.1 | -5 | 21 | -26 | -0.5
Cc1nc(C(=O)NCC(=O)c2ccccc2)c(C(F)(F)F)o1
    10 | -6 | -8 | 0 | -1 | 3.0 | -6 | 0 | 0 | 12
COCCCNC(=S)Nc1ccc(C)cc1
    5 | -11 | -3 | -7 | -2 | 1.8 | -5 | 23 | 4 | -0.7
CC1CN(C(=O)Nc2cccc(C(F)(F)F)c2)CC(C)O1 (stereo not given)
    3 | -18 | -9 | -11 | 4 | 1.3 | 2 | -11 | 0 | -0.4
Cn1cnc([N+](=O)[O-])c1S(=O)(=O)c1cccc(Cl)c1
    5 | 19 | 1 | -4 | -2 | 1.9 | 1 | 5 | 6 | .
COc1ccc(/C=C(\C#N)C(=O)Nc2cccc(C)n2)cc1
    3 | -8 | 10 | -6 | -3 | 0.7 | 9 | 20 | -3 | -0.5
CCOC(=O)C1=CN(Cc2cccc(F)c2)S(=O)(=O)N(CC)C1c1cccc(OC)c1 (stereo not given)
    12 | 22 | 0 | . | 17 | 1.0 | . | . | 2 | i
CC1(C)COC(c2cccn2Cc2ccc(F)cc2Cl)=N1
    0 | -8 | -4 | 0 | 0 | . | -3 | 38 | 0 | 0.3
O=C(COC(=O)C1CCC(=O)N1)Nc1ccc(Br)cc1 (stereo not given)
    0 | -2 | -20 | 3 | -8 | 0.8 | 0 | -2 | -1 | -0.2
Cc1ccc(C(=O)N2CCN(c3ccc(Cl)cc3)CC2)cc1
    -3 | 4 | 2 | 3 | 27 | . | 4 | 15 | -8 | -0.2
C=CCCC(=O)N1CCC(n2nccc2NC(=O)c2ccc(OC)cc2)CC1
    7 | 2 | 1 | -4 | 5 | -0.7 | 5 | 8 | 1 | -5.3
CCOC(=O)N1CCN(C(=O)c2cccc(NC3=NC4CS(=O)(=O)CC4S3)c2)CC1 (stereo not given)
    -1 | 3 | -12 | 1 | -3 | . | -2 | 14 | -6 | -0.2
Cc1cc(N2C(=O)C3C4CC(C(Br)C4Br)C3C2=O)no1 (stereo not given)
    6 | -18 | -16 | -1 | -2 | -0.6 | -2 | 8 | -7 | 0.0
Cn1c(SCC(=O)N2CCc3ccccc32)nnc1C1CC1
    4 | 5 | -7 | 1 | -4 | -3.0 | 0 | 11 | -3 | i
CC1CCc2nc(NCCO)nc(C(F)(F)F)c2C1 (stereo not given)
    3 | -9 | 0 | -3 | -2 | . | -5 | 18 | -4 | 5.0
O=C(N/N=C/c1cccnc1)/C(=C\c1cccs1)NC(=O)c1ccccc1
    -11 | 21 | . | -3 | 1 | . | -6 | 1 | 2 | -0.3
CCOc1cccc(C2C(C(=O)c3ccc(C)o3)=C(O)C(=O)N2CCCn2ccnc2)c1 (stereo not given)
    2 | 11 | -3 | 5 | 0 | -0.2 | . | . | 2 | i
CCCN(CC(=O)Nc1ccccc1OC)C(=O)CSc1nc(C)cc(C)n1
    2 | 3 | -2 | 3 | 0 | 0.4 | . | . | 9 | i
Cc1ccc(C2(C)NC(=O)N(CC(=O)Nc3ccc(N4CCOCC4)cc3N3CCOCC3)C2=O)cc1 (stereo not given)
    1 | -10 | 2 | 0 | 15 | 3.4 | . | . | 2 | i
O=C(NC1CCCCC1)c1ccc(-c2ccccc2)cc1
    -3 | -4 | -2 | -6 | 0 | 1.2 | . | . | 4 | -0.3
CCOC(=O)c1[nH]ncc1CN1CCC(Cc2cccc(OC)c2)(C(=O)OCC)CC1
    -7 | 7 | -8 | 4 | 2 | -0.8 | 1 | 17 | -5 | i
COc1cc(C(=O)OCc2ccccc2C#N)ccc1OCC(=O)N1CCOCC1
    -8 | 13 | 1 | 4 | 5 | 4.8 | . | . | 9 | -0.1
Cc1ccc(CNC(=O)Cn2c(=O)n(-c3ccccc3)c(=O)c3sccc32)cc1
    4 | -5 | -8 | -12 | 32 | 0.7 | 3 | 6 | -15 | i
Oc1ccc(Br)cc1C1Nc2ccccc2S1 (stereo not given)
    -4 | -10 | -12 | 8 | -3 | 0.0 | -4 | 2 | -3 | -8.3
CCC(c1nnnn1CCOC)N1CCN(Cc2ccccc2OC)CC1 (stereo not given)
    -9 | 7 | -15 | -2 | 2 | . | -6 | 27 | -5 | -0.6
OC[C@H]1O[C@H](c2nc(-c3nc(-c4cccc(-n5cccc5)c4)no3)cs2)C[C@@H]1O
    1 | 0 | . | . | 26 | 0.9 | . | . | . | -0.4
Cc1ccc(CNCC(O)(c2ccccc2)c2ccc(F)cc2)cc1 (stereo not given)
    -7 | -1 | -13 | 5 | 32 | . | 1 | 5 | 3 | -0.4
O=CC1=C(N2CCOCC2)/C(=C\c2ccccc2)CC1
    0 | 10 | 2 | -3 | 4 | 0.9 | 2 | 16 | -3 | i
COc1ccc(Cc2nnc(SC(C)C(=O)Nc3ccc(C(N)=O)cc3)o2)cc1 (stereo not given)
    4 | 22 | -18 | 4 | 0 | 0.2 | . | . | 9 | -0.4
CN(C)S(=O)(=O)c1cccc(NC(=O)Cn2cc(C(F)(F)F)cc(Cl)c2=O)c1
    5 | 9 | -5 | 1 | 8 | -0.4 | 0 | 13 | 3 | i
CCOc1nc(Nc2ccccc2F)nc(OCC)n1
    -4 | -8 | -2 | -1 | 5 | 0.9 | -5 | -11 | 9 | -0.3
O=C(COC(=O)C1CC1)Nc1ccc(Oc2ccccc2)cc1
    -1 | -2 | -15 | 4 | 10 | . | 2 | 3 | 3 | -0.2
Cc1c(C(=O)c2ccc(Br)cc2)c(=O)n(C)c(=O)n1C
    -4 | 5 | -12 | 2 | -10 | -1.0 | -2 | 33 | -18 | 0.7
COC(=O)[C@@]12CCCCN1[C@H](c1ccc(-c3ccc(F)cc3)c(OC)c1)[C@H]1C(=O)N(C)C(=O)[C@H]12
    -5 | -3 | -18 | -6 | 7 | -0.2 | . | . | 1 | -0.4

An excerpt of these results, as labelled records.
CCOC(=O)c1[nH]ncc1CN1CCC(Cc2cccc(OC)c2)(C(=O)OCC)CC1
  PrPC TRFRET: -7
  CCHFV vOTU inh: 7
  PriA SSB inh: -8
  Rv3671c protease: 4
  Y pestis TopoI: 2
  TcdB inh: -0.8
  3CLpro inhibitor: 1
  VHR inh abs: 17
  MazF activator: -5
  BH1578 lux ind: i

CN(C)S(=O)(=O)c1cccc(NC(=O)Cn2cc(C(F)(F)F)cc(Cl)c2=O)c1
  PrPC TRFRET: 5
  CCHFV vOTU inh: 9
  PriA SSB inh: -5
  Rv3671c protease: 1
  Y pestis TopoI: 8
  TcdB inh: -0.4
  3CLpro inhibitor: 0
  VHR inh abs: 13
  MazF activator: 3
  BH1578 lux ind: i

O=C(N/N=C/c1cccnc1)/C(=C\c1cccs1)NC(=O)c1ccccc1
  PrPC TRFRET: -11
  CCHFV vOTU inh: 21
  PriA SSB inh: .
  Rv3671c protease: -3
  Y pestis TopoI: 1
  TcdB inh: .
  3CLpro inhibitor: -6
  VHR inh abs: 1
  MazF activator: 2
  BH1578 lux ind: -0.3

Cc1ccc(C2(C)NC(=O)N(CC(=O)Nc3ccc(N4CCOCC4)cc3N3CCOCC3)C2=O)cc1 (stereo not given)
  PrPC TRFRET: 1
  CCHFV vOTU inh: -10
  PriA SSB inh: 2
  Rv3671c protease: 0
  Y pestis TopoI: 15
  TcdB inh: 3.4
  3CLpro inhibitor: .
  VHR inh abs: .
  MazF activator: 2
  BH1578 lux ind: i

Further structures
Results follow in this order: PrPC TRFRET | CCHFV vOTU inh | PriA SSB inh | Rv3671c protease | Y pestis TopoI | TcdB inh | 3CLpro inhibitor | VHR inh abs | MazF activator | BH1578 lux ind
COc1ccccc1NC(=O)Cc1coc2cc(C)ccc12
    0 | 2 | -9 | 1 | 1 | . | 5 | 0 | -9 | -0.3
Cc1ccc(NC(=O)Cc2ccsc2)cc1Cl
    6 | 14 | -5 | -1 | -1 | 1.1 | 1 | 1 | 9 | i
O=C(Nc1cccc(C(F)(F)F)c1)C12CC3CC(CC(C3)C1)C2
    -2 | 4 | -13 | 7 | -6 | . | -2 | 8 | -17 | i
COc1ccc(C(=O)CCNc2ccc(C)c(Cl)c2)cc1
    10 | 14 | -3 | -8 | -9 | 1.0 | -2 | 0 | -4 | -0.4
CCOC(=O)C1=CN(Cc2ccc(Br)cc2)S(=O)(=O)NC1C (stereo not given)
    10 | 22 | -12 | . | 0 | 1.4 | . | . | 3 | -1.0
Nn1c(SCC(=O)Nc2ccccc2F)nnc1-c1cccnc1
    -5 | -4 | -11 | 10 | 6 | . | -6 | 26 | 13 | i
O=C(c1ccc(S(=O)(=O)N2CCCCC2)cc1)N1CCc2ccccc2C1
    2 | -15 | -6 | -2 | 17 | 1.6 | 0 | 9 | -11 | -0.4
CCOC(O)[C@H]1N[C@@H](c2ccc(Cl)cc2)[C@@H]([N+](=O)[O-])[C@@H]1c1ccccc1 (stereo not given in full)
    1 | 9 | -25 | -12 | 9 | . | 5 | 2 | -1 | -0.2
CN(C)/C=N/C(=S)Nc1ccc(Cl)cc1
    1 | 1 | . | 2 | 3 | 0.5 | 5 | -3 | 5 | -1.0
CCS(=O)(=O)c1nc(S(=O)(=O)c2ccc(Cl)cc2)c(N2CCN(C)CC2)s1
    -3 | 4 | 0 | 8 | -3 | 1.5 | 8 | -19 | 4 | -0.3
CCOC(=O)C1CCN(C(=O)CN(c2cccc(C(F)(F)F)c2)S(C)(=O)=O)CC1
    4 | 14 | -2 | 7 | 5 | . | 9 | 21 | -5 | -0.3
CC(CN1C(C)CCCC1C)OC(=O)c1ccccc1F (stereo not given)
    9 | 6 | -10 | -4 | 6 | -0.4 | 0 | -16 | -1 | i
CCOC(=O)C1=C(C)N=C2c3ccccc3C(=O)C2C1c1ccc(C)cc1 (stereo not given)
    -1 | 9 | 16 | 5 | -1 | -0.1 | 5 | 1 | 4 | i
CCCS(=O)(=O)NC(=O)C1(C)CCCN(C(=O)c2ccc3ccccc3n2)C1 (stereo not given)
    0 | 4 | . | . | 1 | 0.3 | . | . | . | i
O=C(COc1cccnc1[N+](=O)[O-])Nc1ccc(N2CCOCC2)cc1
    -12 | 2 | -5 | 5 | -2 | 0.2 | 1 | -15 | 6 | -0.5
Cc1ccc(CNC(=O)C2(C(F)(F)F)C/C(=C\Cc3ccccc3)CCCO2)o1 (stereo not given)
    . | . | -14 | 2 | 14 | . | 2 | 5 | 2 | i
COc1ccc(CC(=O)Nc2ccc(N3CCCC3)c(C)c2)cc1
    3 | 14 | 8 | 0 | 4 | 1.2 | -6 | 50* | 9 | -0.2
Cc1c(C(=O)NCCS(=O)(=O)N2CCN(c3ccccc3F)CC2)cccc1[N+](=O)[O-]
    -6 | 4 | -10 | 1 | 9 | 1.4 | 3 | 30 | 9 | -0.5
O=C(COc1cc(Cl)ccc1Cl)N1CCNC1=O
    1 | -7 | 5 | . | -1 | 0.7 | . | . | -4 | 3.8
C[C@H]1CCC/C=C/[C@@H]2C[C@H](O)C[C@H]2[C@H](O)[C@H](S(=O)c2ccc(O)cc2)CC(=O)O1 (stereo not given in full)
    89* | -8 | -12 | . | -1 | 2.4 | . | . | 9 | i
